Bioassay records: PubChem, several laboratories
M5 PAM = human M5 muscarinic receptor positive allosteric modulators, primary screen, CHO-K1 cells, Fluo-8 calcium fluorescence. Muscarinic acetylcholine receptor M5 (Homo sapiens), P08912. CHO-K1 hM5, ACh EC20 PAM; 0% = ACh EC20, 100% = ACh EC100. activation, % at 3 µM. actives 0.3% (n = 360,000);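 active = activation above the run cutoff, the mean activation of all test compounds plus 3 SD, cut at about 18% in these data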
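System – CHO-K1 hM5 cells · Compound – 3 µM, single dose · Incubation – compound preincubation 140 s before EC20 acetylcholine addition · Technique – Fluo-8 calcium fluorescence · Measure – Max/basal fluorescence ratio as % of EC20–EC100 ACh window · Benchmarks – low control EC20 acetylcholine (0%), high control EC100 acetylcholine (100%) · Replication – singlicate, one well per test compound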
M5 antag = human M5 muscarinic receptor antagonists, primary screen, CHO cells, Fluo-8 calcium fluorescence | CHO-hM5 cells, ACh EC80 | actives 0.59% (n = 360,000) | inhibition, % at 3 µM;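 active = inhibition above a per-plate cutoff, the mean of that plate's test compounds plus 3 SD, cut at about 27% in these data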;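 also: 0% = acetylcholine EC80 with DMSO and 100% = DMSO without agonist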
CRFR2-BP ag = agonists of CRF-BP/CRF-R2 complex, primary screen, cell-based, HEK293, calcium dye fluorescence, uHTS; CRF-binding protein / CRF receptor 2 complex (human); calcium dye fluorescence (FLIPR); percent of saturating CRF peptide response; activation, % at 13.2 µM; actives 0.46% (n = 350,000);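 active = activation of at least 50%, plus an integration ratio under a set limit after plate pattern correction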;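 also: plate controls were neutral control wells without compound for no effect and CRF at EC100 for full effect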
IDE cell inh = human IDE inhibitors in live cells, primary screen, fluorescence polarization, HEK cells, FAbetaB substrate; Insulin-degrading enzyme (Homo sapiens), P14735; FAbetaB cleavage; inhibition, % at 5.59 µM; actives 0.41% (n = 320,000); AID 434962, 2010;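 active = percent inhibition above the average of all tested compounds plus 3 SD, set per screening campaign, cut at about 16% in these data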;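 also: IDE supplied by intact live HEK cells; FP after avidin binding of uncleaved biotin substrate so inhibition keeps polarization high; 0% = DMSO wells and 100% = 60 µM reference IDE inhibitor Ii1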
Target sequence (P14735 whole entry, looked up): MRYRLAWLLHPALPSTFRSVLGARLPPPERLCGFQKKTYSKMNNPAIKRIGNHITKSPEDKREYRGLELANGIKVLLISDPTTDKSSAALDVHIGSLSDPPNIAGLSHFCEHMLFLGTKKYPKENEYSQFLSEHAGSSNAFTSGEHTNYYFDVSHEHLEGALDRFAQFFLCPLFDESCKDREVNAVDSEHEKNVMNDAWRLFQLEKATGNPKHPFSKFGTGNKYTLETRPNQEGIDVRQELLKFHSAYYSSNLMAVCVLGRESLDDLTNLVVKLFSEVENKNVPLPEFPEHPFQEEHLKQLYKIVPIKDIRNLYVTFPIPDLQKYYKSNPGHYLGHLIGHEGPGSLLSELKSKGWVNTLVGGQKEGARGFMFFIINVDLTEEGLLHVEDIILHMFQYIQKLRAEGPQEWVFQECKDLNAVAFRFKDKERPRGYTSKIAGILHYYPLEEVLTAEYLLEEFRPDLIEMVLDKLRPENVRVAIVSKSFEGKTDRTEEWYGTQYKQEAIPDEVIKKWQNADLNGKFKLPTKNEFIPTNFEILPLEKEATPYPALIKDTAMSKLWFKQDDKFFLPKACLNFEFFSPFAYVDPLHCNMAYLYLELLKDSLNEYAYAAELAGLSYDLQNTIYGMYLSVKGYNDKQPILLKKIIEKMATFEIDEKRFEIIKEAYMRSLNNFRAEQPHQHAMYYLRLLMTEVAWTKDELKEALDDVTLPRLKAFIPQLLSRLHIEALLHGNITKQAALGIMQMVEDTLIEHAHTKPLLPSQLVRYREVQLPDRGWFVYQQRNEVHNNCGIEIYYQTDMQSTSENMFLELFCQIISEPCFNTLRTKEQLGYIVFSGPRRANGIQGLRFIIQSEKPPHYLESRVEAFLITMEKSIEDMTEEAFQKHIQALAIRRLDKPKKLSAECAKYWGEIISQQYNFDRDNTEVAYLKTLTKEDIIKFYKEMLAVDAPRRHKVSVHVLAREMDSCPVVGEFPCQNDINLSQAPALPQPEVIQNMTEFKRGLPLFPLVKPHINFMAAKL
CHRM4 PAM = human M4 muscarinic receptor positive allosteric modulators, primary screen, CHO-K1 cells, Fluo-8 calcium fluorescence; Muscarinic acetylcholine receptor M4 (Homo sapiens), P08173; CHO-K1 hM4/Gqi5, ACh EC20; 0% = ACh EC20, 100% = maximal ACh; activation, % at 3 µM; actives 0.4% (n = 360,000); AID 624126, 2012;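 active = activation above its plate's cutoff, the mean activation of sample wells plus 3 SD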; also: some results filed as inactive read as strong as hits
CHRM5 agonist = human M5 muscarinic receptor agonists, primary screen, CHO-K1 cells, Fluo-8 calcium fluorescence | Muscarinic acetylcholine receptor M5 (Homo sapiens), P08912 | CHO-K1 hM5 cells; 0% DMSO wells, 100% maximal acetylcholine response | activation, % at 3 µM | actives 0.19% (n = 360,000) | AID 624037, 2012;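 active = activation above the run's mean over test compounds plus 3 SD, cut at about 23% in these data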;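 also: signal is peak over basal fluorescence ratio across the kinetic read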
M4 antag = human M4 muscarinic receptor antagonists, primary screen, CHO cells, Fluo-8 calcium fluorescence; Muscarinic acetylcholine receptor M4 (Homo sapiens), P08173; CHO-hM4 cells, ACh EC80; inhibition, % at 3 µM; actives 0.73% (n = 360,000); AID 624125, 2012;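 active = inhibition above its plate's cutoff, the mean inhibition of sample wells plus 3 SD, cut at about 27% in these data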;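 also: 0% = acetylcholine EC80 with DMSO and 100% = DMSO without agonist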
CRFBP-R2 block = antagonists of CRF-BP/CRF-R2 complex, primary screen, cell-based, HEK293, calcium dye fluorescence, uHTS | actives 0.59% (n = 350,000) | inhibition, % at 11.8 µM | AID 588475, 2011 | CRF-induced calcium fluorescence;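 active = inhibition of the ligand-induced calcium signal above about 50% at the single tested concentration, limit read from the data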
M4 ag = human M4 muscarinic receptor agonists, primary screen, CHO-K1 cells, Fluo-8 calcium fluorescence; CHO-K1 hM4/Gqi5; vehicle 0%, full acetylcholine response 100%; AID 624127, 2012; actives 0.14% (n = 360,000); activation, % at 3 µM; Muscarinic acetylcholine receptor M4 (Homo sapiens), P08173;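 active = activation above the run mean over all test wells plus 3 SD, cut at about 32% in these data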;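 also: peak over basal fluorescence ratio per well then scaled between controls; 0% = DMSO wells and 100% = acetylcholine at EC100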
Active calls of the source: *; nt = not tested or not shown.

SMILES | M5 PAM | M5 antag | CRFR2-BP ag | IDE cell inh | CHRM4 PAM | CHRM5 agonist | M4 antag | CRFBP-R2 block | M4 ag
Cc1ccc(N/C=C(\C2OC(=O)c3ccccc32)[N+](=O)[O-])c(C)c1 (configuration not stated) | 5 | -17 | -3.4 | 0 | 3 | -2 | -7 | -2 | 1
CC(C)(C)c1nnc2sc(SCC(=O)c3cccs3)nn2c1=O | -5 | -3 | -0.5 | -3 | 13 | -3 | 9 | -4 | 2
CCOC(=O)CC(=O)Nc1ccc(C(=O)OCC)cc1 | 6 | -3 | 0.6 | -1 | 10 | -3 | -6 | 12 | 1
CCOC(=O)C(C(=O)Nc1ccc(C)cc1)C1CCCCC1 (configuration not stated) | 7 | -1 | 0.0 | 3 | 45* | -8 | -2 | -28 | 0
O=[n+]1cc(-c2ccccc2)n([O-])c2c1CCCCC2 | -3 | 7 | -5.8 | 5 | 7 | 0 | -11 | 12 | 1
CC(=O)c1ccc(-c2cnc3c(NC=O)cc(-c4ccc(N5CCN(C)CC5)cc4)cn23)cc1 | -2 | -1 | nt | nt | 7 | 0 | -2 | nt | 3
CC(C)Cc1cc(C(=O)N2CCCC(CO)(Cc3ccc(F)cc3)C2)no1 (configuration not stated) | -7 | 13 | 4.8 | -3 | 2 | -5 | -1 | -23 | 3
Cc1cc2c3nonc3ccc2n1C | -1 | -2 | 4.5 | 8 | 4 | -3 | -5 | 9 | 1
Cc1ccc(NC(=O)c2cncc(Br)c2)c(O)c1 | -2 | 8 | -2.1 | -3 | 6 | 3 | -5 | -22 | 1
O=C(Nc1ccc2nc(-c3ccco3)[nH]c2c1)c1ccco1 | -2 | -1 | -1.1 | -1 | 3 | -2 | -7 | 0 | 2
CC1CCN(C(=S)NC(=O)c2ccc(C(C)(C)C)cc2)CC1 | -5 | 0 | -0.4 | nt | 1 | -8 | -3 | -7 | -1
O=C1CCCC2=C1C(c1ccc(O)c(Br)c1)C1=C(CCCC1=O)N2c1ccccc1 | 3 | 9 | -0.1 | 2 | 2 | -1 | -7 | -25 | 3
Cc1ccc(OCC(O)Cn2c(N3CCCCC3)nc3c2c(=O)[nH]c(=O)n3C)cc1 (configuration not stated) | -9 | 2 | -4.8 | 2 | 0 | 0 | -16 | -25 | 6
COc1cc(C(=O)OC(C)c2ccc(F)cc2)ccc1OCC(=O)N1CCOCC1 (configuration not stated) | -2 | 5 | 0.6 | 2 | 0 | 5 | 0 | -7 | 5
O=S1(=O)N=C2CCCCCN2C(c2ccc(Br)cc2)N1 (configuration not stated) | -2 | 5 | -0.2 | 2 | 5 | 2 | -6 | 8 | 0
O=C(Cc1ccccc1)Nc1ccc2oc(-c3ccncc3)nc2c1 | -5 | 4 | -1.0 | 9 | -4 | 1 | -3 | 8 | 3
Cc1ccc(C)c(OC2=NS(=O)(=O)c3ccccc32)c1 | -3 | -3 | -1.0 | 6 | 9 | -1 | -7 | 14 | 1
CCCSc1nnc(Cn2c(=O)sc3ccccc32)n1-c1ccccc1 | -9 | 10 | -1.5 | -1 | -2 | 0 | -7 | -2 | 1
NC(=O)CCN1CCN(CCOC2Cc3cc(Cl)ccc3Sc3ccccc32)CC1 (configuration not stated) | -15 | 28* | -1.2 | 0 | -18 | -5 | 4 | -9 | 7
CC(=O)OCC1OC(n2ncc(=O)n(Cc3ccccc3)c2=O)C(OC(C)=O)C1OC(C)=O (configuration not stated) | -2 | 7 | -3.0 | 2 | -4 | -1 | -1 | -15 | 2
O=C(O)c1ccc(COc2ccccc2/C=C2\NC(=O)N(Cc3ccccc3F)C2=O)cc1 | -1 | -6 | 1.2 | -1 | -1 | 2 | 5 | -3 | 2
COc1cc(CN2CCCC(CO)(Cc3cccc(Cl)c3)C2)cc(OC)c1O (configuration not stated) | 3 | -7 | 0.5 | 4 | -2 | -20 | -5 | -18 | 1
O=C1NC[C@H](CCCCN2C[C@H](Cc3ccc(O)cc3)N(Cc3ccccc3)C(=O)C2=O)N(Cc2ccccc2)C1=O | 4 | -4 | nt | nt | 11 | -2 | -2 | nt | 1
CNc1nc(Cl)nc2ncn(C)c12 | -4 | 7 | -5.1 | nt | 0 | 3 | 8 | -4 | 0
CCCCn1c(N)c(N(CCOC)C(=O)c2cc(=O)[nH]c3ccccc23)c(=O)[nH]c1=O | -5 | 11 | -0.3 | 4 | 4 | 1 | -2 | -14 | 2
More entries follow.
SMILES | M5 PAM | M5 antag | CRFR2-BP ag | IDE cell inh | CHRM4 PAM | CHRM5 agonist | M4 antag | CRFBP-R2 block | M4 ag
Cc1ccc(NC(=O)N2CCC(C(=O)NCC(C)C)CC2)cc1 | 1 | -3 | 0.0 | -1 | 8 | -1 | -13 | -9 | 1
CC1(C)CC(=O)C=C(Nc2cccc(Cl)c2Cl)C1 | -6 | 13 | 1.1 | 1 | -5 | -1 | 3 | -10 | 1
CCN(CC)S(=O)(=O)c1ccc(C(=O)Nc2ccc(Cc3ccncc3)cc2)cc1 | -27 | 26 | 0.3 | 10 | -18 | 5 | 8 | -16 | 18
CCCCN(CC)C(=O)c1ccccc1Oc1ccccc1 | 3 | -6 | -6.1 | -4 | 7 | -3 | -4 | 23 | -1
Cc1ccc(NC(=O)CSc2nnc(CNC(=O)c3ccco3)n2C)c(C)c1 | -13 | 10 | 7.1 | 13 | 9 | -5 | -21 | 16 | 1
Cc1cc(SCc2ccc(Cl)cc2Cl)nc(=O)[nH]1 | -2 | 19 | -0.8 | -3 | 6 | -3 | 0 | -4 | 1
Cc1c(/C=N\NC(=O)c2ccc([N+](=O)[O-])cc2)cnn1C | 1 | -3 | -3.1 | 5 | 3 | -2 | -4 | 19 | 0
CC(C)Oc1cc(F)ccc1-c1cc(C(=O)NCc2ccccc2)[nH]n1 | -6 | 18 | nt | nt | 0 | -5 | -5 | nt | 2
COC(=O)C1CCN(S(=O)(=O)CCNC(=O)c2ccccc2)CC1 | -4 | 2 | -3.2 | nt | 5 | 0 | -6 | 6 | 0
O=C1CC(=O)Nc2cc(S(=O)(=O)N3CCN(c4cccc(C(F)(F)F)c4)CC3)ccc2N1 | 8 | -6 | -1.0 | 7 | 5 | 4 | -3 | 8 | 1
COc1ccccc1N(C1=NCCCS1)S(=O)(=O)c1ccc(C(C)(C)C)cc1 | -21 | 16 | -1.3 | 10 | -12 | -4 | 6 | 15 | 11
CCCOC(=O)C(C)n1cnc2scc(-c3ccc(C)cc3)c2c1=O (configuration not stated) | -1 | 8 | 0.6 | 3 | -7 | -7 | -1 | 11 | -3
CN1CCN(CCc2nc3cc(NC(=O)c4ccco4)ccc3n2C)CC1 | -12 | 16 | -0.7 | 3 | 1 | -4 | 10 | 7 | 0
CCc1cc2c(=O)c(-c3nc4ccccc4n3C)c(C(C)C)oc2c(CN2CCN(C)CC2)c1O | 0 | -5 | -0.3 | -2 | 6 | -2 | -9 | -3 | -1
O=[N+]([O-])c1ccc2[nH]nc(-c3ccccc3)c2c1 | -5 | 2 | 2.7 | 1 | -1 | -1 | 5 | 14 | 0
CCCCNC(=O)c1nc(C2CCN(S(=O)(=O)c3ccc(F)c(F)c3)CC2)oc1-c1cccc(C(F)(F)F)c1 | 2 | 6 | nt | nt | 2 | 2 | -4 | nt | 1
CCOC(=O)Cc1csc(NC(=O)CN(C)S(=O)(=O)c2cccc3cccnc23)n1 | -12 | 3 | 0.5 | 1 | -7 | 5 | -10 | -16 | 18
CCOC(=O)CCCNC(=O)c1cncc(Br)c1 | 1 | 1 | -0.3 | 9 | 4 | 3 | 5 | 1 | 1
Cc1nc2c(ccc3nc(NC(=O)Cc4cccc5ccccc45)sc32)s1 | -4 | 0 | 0.5 | 2 | -5 | -1 | -1 | -16 | -1
O=C(CCCN1C(=O)/C(=C/c2ccccc2Cl)SC1=S)N1CCOCC1 | 0 | 11 | 2.8 | 7 | -2 | -2 | 5 | -11 | 1
CC1=C(C(=O)NC(C)CCc2ccccc2)C2(CCC(C)CC2)OC1=O (configuration not stated) | -2 | -2 | -2.8 | -4 | -2 | -1 | -6 | -19 | 1
O=C(NC1(C(F)(F)F)C(=O)Nc2c1c(=O)[nH]c(=O)n2Cc1ccccc1)c1ccco1 (configuration not stated) | 5 | -6 | 0.4 | 5 | 4 | -2 | 4 | 6 | 0
COC(=O)c1cc(OC)c(OC)cc1NC(=S)N1CCN(C)CC1 | 2 | 1 | -0.5 | 0 | -1 | 0 | 5 | -17 | 0
O=C(NCc1ccccn1)c1ccc(OC2CCN(Cc3ccccc3O)CC2)cc1 | 5 | -8 | 0.7 | -3 | 5 | -4 | -6 | 4 | 2
CCC1=C2CC[C@H]3C(=O)N(c4ccccc4)C(=O)[C@H]3[C@H]2[C@@]2(C)C(=NCc3ccccc3)OC(=O)N2C1=O | 14 | -9 | -1.0 | -6 | 11 | 3 | -2 | 4 | -1
Next section.
SMILES | M5 PAM | M5 antag | CRFR2-BP ag | IDE cell inh | CHRM4 PAM | CHRM5 agonist | M4 antag | CRFBP-R2 block | M4 ag
O=C(Cn1cc(C(F)(F)F)ccc1=O)NC1CCCC1 | 4 | -4 | 0.9 | -2 | 7 | 2 | -16 | 5 | 1
CN(C)CCCNC(=O)CC(c1ccc(F)cc1)c1ccco1 (configuration not stated) | -2 | -5 | -0.8 | 3 | -3 | -4 | 3 | 4 | 0
NS(=O)(=O)c1ccc(NC(=O)C2Cc3ccccc3C(=O)O2)cc1 (configuration not stated) | 7 | -6 | -2.4 | -3 | 26* | 0 | -9 | 10 | 2
C=C(C)C(=O)Nc1ccc2nn(-c3ccccc3O)nc2c1 | -4 | 16 | 0.7 | nt | 6 | 2 | -12 | 3 | 4
Cc1nnc(N2CCN(c3ccccc3)CC2)[nH]c1=O | 2 | -3 | -3.2 | -7 | 6 | -1 | 3 | 1 | 1
O=C(c1cc(Br)ccc1Cl)N1CCN(c2ccc(N3CCOCC3)nn2)CC1 | 0 | 10 | 1.3 | 0 | 2 | -3 | -1 | 11 | 1
CC(C)(CNC(=O)c1ccc(-c2ccccc2Cl)o1)N1CCOCC1 | 2 | 2 | 0.0 | -7 | -2 | -1 | -1 | 3 | 1
COCc1cc(=O)[nH]c(-c2ccc(C(F)(F)F)cc2)n1 | 18 | -10 | 1.1 | 10 | 5 | 7 | -5 | 4 | 1
O=C(c1ccc(C(F)(F)F)cc1)n1ccc(-c2cccs2)n1 | 11 | -11 | 1.0 | 4 | 13 | 4 | 1 | 4 | 1
CC1CCCC(NC(=O)CSc2nccn2C)C1C (configuration not stated) | 0 | -4 | 1.0 | 3 | 4 | -2 | 9 | 14 | 1

Taken from above:
C=C(C)C(=O)Nc1ccc2nn(-c3ccccc3O)nc2c1 in M5 PAM is entered as -4
CC(C)(CNC(=O)c1ccc(-c2ccccc2Cl)o1)N1CCOCC1 in M4 antag is entered as -1
